JMJD2A Tudor inh = JMJD2A Tudor domain (human) inhibition; O75164; AlphaScreen JMJD2A-Tudor / H3K4me3 peptide binding; Potency, µM (titrated, usually from 114 µM), for inactives: at the highest dose activity change, negative = inhibition, hits mostly inhibitors; actives 4.4% (n = 390,000); AID 504339; further: potency means the concentration at half of the fitted maximal effect; on the % scale 0 is the no-effect control and ±100 the full control effect; nearly all actives have a fitted effect of over 50% in size
HP1b binding inh = blocks HP1-beta chromodomain binding to methylated histone tails; AID 540317; AlphaScreen HP1-beta / biotin-H3K9me3 peptide binding; actives 0.56% (n = 390,000); Potency, µM (highest dose often 114 µM), for the others: at the top dose activity change, negative = inhibition, usual class: inhibitors; P83916; further: potency means the concentration at half of the fitted maximal effect; nearly all actives have a fitted effect of over 70% in size; inactives centre near 23
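HP1-beta protein (50 nM final) preincubated 30 min at room temperature with biotinylated H3(1-18)K9me3 peptide (50 nM) in PBS pH 7.4, 0.01% Tween-20, then compound added for 30 min. AlphaScreen streptavidin donor/nickel chelate acceptor beads (10 ug/mL final), 30 min dark, luminescence read.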
GLS inh = glutaminase GLS (human) inhibition; actives 0.21% (n = 410,000); O94925; AID 624170; GLS enzymatic activity, qHTS titration; Potency, µM (highest dose often 45.5 µM), inactives show top-dose activity change, negative = inhibition, most hits filed as inhibitors; further: potency means the concentration at half of the fitted maximal effect; on the % scale 0 is the no-effect control and ±100 the full control effect
Target sequence (O94925 whole entry, looked up): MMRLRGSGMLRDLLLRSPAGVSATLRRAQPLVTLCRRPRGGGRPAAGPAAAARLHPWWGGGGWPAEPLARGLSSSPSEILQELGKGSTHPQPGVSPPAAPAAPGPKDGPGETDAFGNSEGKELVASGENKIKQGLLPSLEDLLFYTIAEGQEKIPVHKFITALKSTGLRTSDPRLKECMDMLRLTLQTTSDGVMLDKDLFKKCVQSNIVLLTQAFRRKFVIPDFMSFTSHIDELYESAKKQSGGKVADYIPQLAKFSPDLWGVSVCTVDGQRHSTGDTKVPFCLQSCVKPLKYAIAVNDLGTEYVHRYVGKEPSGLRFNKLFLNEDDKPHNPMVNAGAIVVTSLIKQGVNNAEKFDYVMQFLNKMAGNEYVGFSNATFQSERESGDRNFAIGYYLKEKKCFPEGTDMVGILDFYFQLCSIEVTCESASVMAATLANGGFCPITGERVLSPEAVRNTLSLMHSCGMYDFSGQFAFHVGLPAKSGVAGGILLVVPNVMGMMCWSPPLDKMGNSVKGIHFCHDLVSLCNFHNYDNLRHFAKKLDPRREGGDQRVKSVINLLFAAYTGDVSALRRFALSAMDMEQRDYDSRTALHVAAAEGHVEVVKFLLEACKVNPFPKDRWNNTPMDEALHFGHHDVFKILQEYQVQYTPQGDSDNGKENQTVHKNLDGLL
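hKGA in 45 mM KH2PO4 (pH 8.2), 0.02% Tween-20 with compound, then 1mM L-Glutamine (stock as added) plus glutamate oxidase/HRP/Amplex red coupling mix. Fluorescence read initially and after 30 min at RT; signal change reflects glutamate formation.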
PGK inhibitor = blocks T. brucei phosphoglycerate kinase; AID 602233; actives 0.043% (n = 380,000); Potency, µM (highest dose often 57.5 µM), for the others: top-dose activity change, negative = inhibition, hits mostly inhibitors; P07378; PGK/GAPDH coupled, Kinase-Glo luminescence, 60 min; further: potency means the concentration at half of the fitted maximal effect; on the % scale 0 is the no-effect control and ±100 the full control effect; nearly all actives have a fitted effect of over 60% in size
Target sequence (P07378 whole entry, looked up): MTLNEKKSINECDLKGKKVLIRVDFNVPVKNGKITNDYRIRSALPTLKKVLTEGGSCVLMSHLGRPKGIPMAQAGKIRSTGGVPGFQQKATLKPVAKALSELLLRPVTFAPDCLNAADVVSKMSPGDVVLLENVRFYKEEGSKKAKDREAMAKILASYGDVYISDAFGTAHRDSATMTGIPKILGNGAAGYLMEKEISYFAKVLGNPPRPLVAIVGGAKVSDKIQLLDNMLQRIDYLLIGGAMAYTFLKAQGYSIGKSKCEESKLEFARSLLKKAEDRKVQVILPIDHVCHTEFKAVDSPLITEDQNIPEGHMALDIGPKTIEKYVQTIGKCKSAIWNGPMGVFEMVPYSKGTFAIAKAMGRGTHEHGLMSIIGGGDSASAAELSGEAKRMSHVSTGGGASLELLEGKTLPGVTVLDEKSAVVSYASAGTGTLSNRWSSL
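Recombinant glycosomal PGK reaction used 1,3-bisphosphoglycerate generated in-well by GAPDH (100nM final) in 100mM TEA pH 7.6, 5mM MgCl2, 0.01% Tween-20. After 60 minutes at room temperature, ATP was read by Kinase-Glo Plus luminescence end-point.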
PI4K2A block = blocks human PI4K2A kinase activity | purified PI4K2A, ADP-Glo luminescence, 1 h; hits give low values | activity change, negative = inhibition, % at 76.9 µM | AID 1346378 | Q9BTU6 | actives 0.13% (n = 420,000); in the data active means activity change below about -50%; inconclusive means mostly about -30% to -49%;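 further: -100% = wells without enzyme as full effect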
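Compounds are screened against recombinant PI4K2A using PI as substrate and ATP, the latter dispensed at 300 microM. Reactions run one hour at ambient temperature before ADP-Glo detection; full inhibition defined by wells lacking enzyme.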
Pin1 inhibitor = human Pin1 inhibition; Pin1 FP peptide displacement, HiFluor488, 10 min; Potency, µM (titrated, usually from 115 µM), for inactives: top-dose activity, negative = inhibition, usual class: inhibitors; actives 0.009% (n = 390,000); AID 504891; active means well fitted inhibition curve with a large enough effect in the polarisation, with a control signal flat, not every such curve was filed as active; inconclusive means small, poorly fitted or top-dose-only effect, or effect the other way, or a change in a side signal; inactive means no such curve, though single readings can be large or run the other way; the % refers to the polarisation; further: potency means the concentration at half of the fitted maximal effect; on the % scale 0 is the no-effect control and ±100 the full control effect
BAZ2B block = inhibitors of human BAZ2B bromodomain; AlphaScreen BAZ2B-H3K14Ac peptide displacement; Potency, µM (series often up to 114 µM), without a hit: at the top dose activity change, negative = inhibition, most hits filed as inhibitors; actives 4.4% (n = 360,000); AID 504333; further: potency means the concentration at half of the fitted maximal effect; on the % scale 0 is the no-effect control and ±100 the full control effect; nearly all actives have a fitted effect of over 60% in size
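AlphaScreen displacement of biotin-H3(5-23)K14Ac peptide (50 nM final) from BAZ2B (50 nM final) in PBS pH 7.4, 0.01% Tween-20; complex preformed 30 min RT, then compounds (top 110 uM) 30 min RT, beads 20 min dark.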
G9a block = blocks human histone lysine methyltransferase G9a | Potency, µM (highest dose often 102 µM), for inactives: at the top dose activity, negative = inhibition, actives largely listed as inhibitors | AID 504332 | Q96KQ7 | G9a H3K9 monomethylation, AlphaScreen, 2 h | actives 8.8% (n = 350,000); further: potency means the concentration at half of the fitted maximal effect; on the % scale 0 is the no-effect control and ±100 the full control effect; nearly all actives have a fitted effect of over 75% in size
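G9a (20 nM) was preincubated 15 min with compound, then reacted 2 h at room temperature with 500 nM biotin-H3K9 peptide and 20 µM SAM. Monomethyl-H3K9 detected by AlphaScreen using anti-H3K9me1 antibody.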
ERG Ets-DNA blk = blocks human ERG Ets domain binding to DNA | P11308 | fluorescence polarization, His-ERG Ets domain / labelled DNA | Potency, µM (series often up to 76.9 µM), inactives show at the highest dose FP activity, negative = inhibition, usual class: inhibitors | actives 0.028% (n = 370,000) | AID 624246; active means well fitted inhibition curve with a large enough effect in the polarisation, with a control signal flat; inconclusive means small, poorly fitted or top-dose-only effect, or effect the other way, or a change in a side signal; inactive means no such curve, though single readings can be large or run the other way; the % refers to the polarisation;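 further: polarization taken with two DNA probes labelled with fluorescein and Texas red; potency means the concentration at half of the fitted maximal effect; % of control where 0% means no effect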
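His-tagged ERG Ets domain (1 uM in the protein solution; 300mM KCl, 50mM Tris-HCl, 1mM EDTA, 1mM DTT, pH 7.5) received compound, then a probe mix of 5 nM fluorescein-DNA and 100nM Texas-615-DNA. Fluorescence polarization was read for both dyes.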
Active calls of the source: *; i = inactive; ? = inconclusive; nt = no result given; [ ] = another dose, or the depositor's remark. Unless noted, the call rests on the fitted dose curve; in most records, active means well fitted curve in the direction sought with a large enough effect; inconclusive means small, poorly fitted or top-dose-only effect, or another doubt; inactive means no such curve, though single readings can be large; an effect the other way counts as inactive or inconclusive.

No.	SMILES	JMJD2A Tudor inh	HP1b binding inh	GLS inh	PGK inhibitor	PI4K2A block	Pin1 inhibitor	BAZ2B block	G9a block	ERG Ets-DNA blk
1	CCN(CC)S(=O)(=O)c1ccc2[nH]cc(C(=O)NCCN3CCCCCC3)c(=O)c2c1	-22%	30%	16%	-4%	-1	7%	-1%	?	-6%
2	COc1cc(C(=S)N2CCOCC2)ccc1OC(=O)c1cc([N+](=O)[O-])cc([N+](=O)[O-])c1	-21%	?	6%	-8%	0	0%	-22%	7.9µM*	-3%
3	CC1CCCN(C(=O)c2ccc(Br)c(S(=O)(=O)N3CCOCC3)c2)C1 (stereo unspecified)	8%	51%[activator]	-1%	-1%	0	-3%	11%	9%[59 µM]	-3%
4	CCc1cc2c(SCC(=O)NCC3CCCO3)ncnc2s1 (stereo unspecified)	-1%	32%	-3%	-9%	-1	?	0%	18%[12.7 µM]	12%
5	COc1cc(C(=O)N/C(=C\c2cn(S(=O)(=O)N(C)C)c3ccccc23)C(=O)NCCCO)cc(OC)c1OC	-15%	37%	1%	-2%	1	-1%	5%	-36%	-17%
6	Oc1cccc(C2c3[nH]c4ccccc4c3CCN2Cc2cnn(-c3ccccc3)c2)c1 (stereo unspecified)	?	-31%	-1%	i	-8	21%	?	?	1%
7	COc1ccc(-c2nc(=S)[nH][nH]2)cc1OC	2.8µM*	?	-12%	0%	1	-3%	56µM*	0.56µM*	2%
8	O=C1C2C3C=CC(C2C(=O)N1C1CCCCC1)C1C(=O)N(C2CCCCC2)C(=O)C31 (stereo unspecified)	5%	37%	0%	-7%	1	-10%	3%	-11%[59 µM]	0%
9	Cc1ccc(S(N)(=O)=O)c(C)c1-n1cnnn1	-6%[11.4 µM]	45%[activator]	5%	14%	-2	0%	-8%	-3%	1%
10	Cc1ccc(C)c(NC(=O)Cn2cc(C(=O)C3CCCCC3)c3ccccc32)c1	-3%	32%	-2%	-3%	0	12%	3%[57.1 µM]	-4%[59 µM]	2%
11	CN(C(=O)COC(=O)c1cc2ccccc2oc1=O)C1CCCCC1	-11%	24%	2%	-10%	-6	4%	nt	nt	5%
12	Cc1ccc(NC(=O)c2ocnc2C)cc1Cl	-17%	24%	-8%	-2%	1	0%	13%	15%[59 µM]	-1%

No.	SMILES	JMJD2A Tudor inh	HP1b binding inh	GLS inh	PGK inhibitor	PI4K2A block	Pin1 inhibitor	BAZ2B block	G9a block	ERG Ets-DNA blk
13	Cc1ccccc1NC(=O)CN1C(=O)CSc2ccccc21	-4%	45%[activator]	-14%	-5%	8	-3%	8%	-4%	-17%
14	CCOC(=O)CSc1nc2ccc(NC(=O)c3ccc(Cl)cc3)cc2s1	-16%	8%	-10%	-4%	2	1%	-14%	-32%[59 µM]	-3%
15	CC12CCC(C(=O)Nc3ccccc3Cl)([C@H](Br)C1=O)C2(C)C (stereo partly specified)	0%	28%	12%	4%	0	-5%	2%	1%	1%
16	CCOc1ccc(NC(=O)c2cc(C)nc3c2c(C)nn3-c2ccc(C)cc2)cc1	-7%	78%[activator]	3%	-8%	2	-11%	57%[activator][57.1 µM]	1%[59 µM]	-5%
17	CSc1ccccc1C(=O)N1CCN(c2cccc(Cl)c2)CC1	-7%	20%	-16%	-8%	-3	-1%	-31%	-40%	3%
18	Cc1nnc(NC(=O)c2ccc3ccccc3c2)o1	50µM*	31%	10%	4%	-10	-1%	28µM*	7%[59 µM]	-7%
19	O=C(O)CSc1nnc(NC(=O)CN2CCOCC2)s1	4%	19%	1%	-11%	-1	-10%	-31%	?	8%
20	O=C1Nc2cc(C(=O)N3CCN(Cc4ccccc4)CC3)ccc2SC1N1CCOCC1 (stereo unspecified)	-8%	10%	6%	0%	-1	3%	-9%	nt	-3%
21	CC(C)(C)OC(=O)NC1CONC1=O (stereo unspecified)	-3%	24%	11%	0%	1	-1%	8%	12%[59 µM]	4%
22	CS(=O)(=O)N1CCN(Cc2cc(=O)n3ccsc3n2)CC1	-8%	47%[activator]	8%	i	-2	2%	-1%	nt	2%
23	Cc1ccc(Cn2c(C)c3cnn(CC(=O)N4CCN(c5ccc(F)cc5)CC4)c(=O)c3c2C)cc1	?	11%	0%	i	1	0%	?	?	-2%
24	CC(=O)c1ccc(NS(=O)(=O)c2ccc(C)cc2)cc1	1%	0%	6%	i	1	9%	-7%	6%[59 µM]	-10%

No.	SMILES	JMJD2A Tudor inh	HP1b binding inh	GLS inh	PGK inhibitor	PI4K2A block	Pin1 inhibitor	BAZ2B block	G9a block	ERG Ets-DNA blk
25	Cc1ccccc1NC(=O)CSCc1cc(=O)n2ccsc2n1	-11%	27%	0%	i	-5	0%	-2%	9%	-2%
26	CCN(CC)S(=O)(=O)c1ccc2c(c1)N(CC(=O)Nc1cccc(C(C)=O)c1)C(=O)CO2	-15%	28%	-7%	nt	1	1%	-8%	-32%[59 µM]	-5%
27	CCC1CCc2c(sc3nc(SCC(=O)NCc4ccco4)n(-c4ccccc4)c(=O)c23)C1 (stereo unspecified)	-13%	4%	-1%	-6%	3	12%	7%	-8%[59 µM]	-6%
28	Cc1ccc(NC(=O)/C(C#N)=C/c2cc(C)n(-c3ccc(N4CCOCC4)c([N+](=O)[O-])c3)c2C)c(C)c1	?	-17%	2%	-9%	-4	6%	0%[57.1 µM]	-8%	-5%
29	COc1cccc(CCc2nnc(CCC(=O)N3CCCC3c3nccs3)o2)c1 (stereo unspecified)	4%	38%	-1%	6%	-7	2%	4%	1%	-12%
30	CC1=C(C(=O)OCc2ccccc2)C(c2ccccc2OS(=O)(=O)c2ccccc2[N+](=O)[O-])NC(=O)N1CCCC(=O)O (stereo unspecified)	?	-4%	13%	-4%	0	?	nt	nt	-12%
31	CCn1cc(C(=O)NCC2CCCO2)c(=O)c2cc(S(=O)(=O)N3CCCCCC3)ccc21 (stereo unspecified)	2%	30%	-2%	3%	7	-5%	-34%	-9%[59 µM]	-7%
32	CC(=O)Nc1ccc(NC(=O)C(C)OC(=O)CSCc2cccc(Cl)c2)cc1 (stereo unspecified)	-10%	26%	-1%	i	-1	0%	9%	?	nt
33	COc1ccc(-c2cc(-c3cc(F)ccc3O)[nH]n2)cc1OC	-5%	27%	2%	-8%	-5	0%	-3%	6%[0.501 µM]	-1%
34	CC(C)(C)OC(=O)N[C@H](C(=O)OC(C)(C)C)c1ccc(Br)cc1	26%	85%[activator]	-8%	3%	3	-3%	19%	2%[0.501 µM]	0%
35	CC(C)CN(Cc1cc2ccccc2[nH]c1=O)C(=O)c1cccnc1	-6%	31%	13%	1%	-2	-5%	-3%	?	-1%
36	N#CCCn1c(SCC(=O)N2CCN(S(=O)(=O)c3ccccc3)CC2)nc2ccccc21	-5%	28%	0%	-5%	0	-3%	nt	-10%[59 µM]	-9%

No.	SMILES	JMJD2A Tudor inh	HP1b binding inh	GLS inh	PGK inhibitor	PI4K2A block	Pin1 inhibitor	BAZ2B block	G9a block	ERG Ets-DNA blk
37	COc1ccc(-c2nc3nc(C)cc(C)n3n2)cc1	-15%	59%[activator]	6%	-5%	-5	4%	-1%	12%[12.7 µM]	-2%
38	CCC(=O)NC(=S)Nc1cccc(NC(=O)c2ccco2)c1	-25%[57.1 µM]	-4%	-6%	-1%	-11	-7%	-12%	nt	3%
39	COc1ccc(NC(=O)CN(C)C(=O)CCc2ccccc2)cc1	-16%	25%	8%	-3%	-7	-1%	2%	?	-23%
40	c1ccc2c(c1)nc(-c1ccncc1)n2CCNc1nc(CN2CCCCC2)cs1	-9%	38%	22%	-6%	2	-19%	-36%	50µM*	-28%
41	COC(=O)c1c(C(=O)OC)c2oc3ccccc3n2c1Cl	-14%	25%	17%	5%	8	-1%	3%	-7%[59 µM]	-1%
42	Cc1ccccc1NC(=S)N(CCCN1CCOCC1)Cc1cccs1	-12%	29%	3%	-5%	2	1%	3%	15%[59 µM]	2%
43	COc1ccc(OC)c(CNC(=O)C2COc3ccccc3C2)c1 (stereo unspecified)	-6%	9%[57 µM]	-11%	-3%	-4	-1%	-14%	8%[59 µM]	-1%
44	O=C(Nc1cccc(N2C(=O)C3C4C=CC(C4)C3C2=O)c1)c1cccs1 (stereo unspecified)	-12%	29%	0%	-5%	5	-1%	8%	9%	-19%
45	Cc1ccc(C(=O)CNc2ccc(Cl)cc2)cc1	-23%	17%	7%	3%	21	-2%	?	?	16%
46	O=C(c1ccc(F)cc1)N1CCC(C(=O)N2CCN(S(=O)(=O)c3cccc(F)c3)CC2)CC1	-9%	26%	-5%	-7%	-1	0%	12%	-42%	-18%
47	COc1ccc(C2CC(c3ccccc3O)=NN2c2ccccc2)cc1 (stereo unspecified)	133%[activator]	183%[activator]	-20%	-2%	2	0%	nt	nt	-1%
48	COc1cccc(N2C(=O)c3ccncc3C2=O)c1	-15%	10%	-12%	-4%	0	4%	-10%	-10%	6%
49	O=C(NCCn1cccn1)c1ccc(OC2CCN(CCc3ccccc3)CC2)cc1	-17%	39%	-9%	-3%	-25	-3%	-2%	-3%	3%
50	COc1ccc(C(=O)COC(=O)c2cccc(NC(=O)c3ccc(OC)c(OC)c3)c2)cc1	-8%	48%[activator]	0%	2%	0	11%	6%	5%[59 µM]	2%
51	CCCCC(c1nnnn1CS(=O)(=O)c1ccc(C)cc1)N1CCN(C)CC1 (stereo unspecified)	?	4%	0%	7%	-3	-4%	-26%	0%	31%[activator]

No enrichment for hits; 11% or so of the library scored in one or more.
